Screening data (PubChem BioAssay)
DPM-DC inhibit – S. pneumoniae DPM-DC inhibitors, primary screen, biochemical, PK/LDH-coupled NADH fluorescence; diphosphomevalonate decarboxylase (Streptococcus pneumoniae D39); purified DPM-DC; calls only at 10 µM; actives 0.49% (n = 65,000); AID 556, 2006;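 active means the 320 compounds with the highest percent inhibition in the single-dose primary screen, excluding strongly autofluorescent ones, cut at about 32% in these data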;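 further: kinetic rate of NADH fluorescence loss reporting ADP formed by the decarboxylase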
PMK inhibit – S. pneumoniae PMK inhibitors, primary screen, biochemical, mevalonate pathway, pilot trial included; phosphomevalonate kinase (Streptococcus pneumoniae D39); purified PMK, PK/LDH-coupled NADH absorbance 340 nm; inhibition, % at 10 µM; actives 0.49% (n = 65,000);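 active means top-ranked compounds by inhibition in the single 10 µM screen, taking a fixed number of the strongest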;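 further: 0% = full reaction with DMSO carrier and 100% = background rate without enzyme reaction; no value below 0 was filed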
Bfl-1 displacement – Bfl-1 inhibitors, primary screen, biochemical, fluorescence polarization, FITC-Bid, mouse (AID 432); Bcl-2-related protein A1 (Mus musculus); FITC-Bid BH3 peptide fluorescence polarization displacement; higher % means a stronger effect; displacement, % at 20 µM, or IC50 in µM where a hit was titrated; actives 0.02% (n = 64,000); in the data active means a potency from the dose series; inactive means the rest, 99 in 100 with displacement below about 15%; further: strong numbers were not always called active
HPDE-C7 viability – cytotoxicity in HPDE-C7 cells, cell-based, fluorescence, HTS (AID 430); cytotoxicity, % at 10 µM, or EC50 in µM where a hit was titrated; actives 1.8% (n = 63,000); HPDE-C7 pancreatic duct cells viability, fluorescence; higher % means a stronger effect;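 further: cells exposed to compound for 48 hours before viability readout; 0% = vehicle and 100% = reference cytotoxic drug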
TNAP inhibition – human TNAP enzyme inhibitors, biochemical, luminescent (AID 518). Alkaline phosphatase, tissue-nonspecific isozyme (Homo sapiens). purified TNAP enzyme, luminescent substrate readout; higher % means a stronger effect. one-dose inhibition, % at 20 µM; IC50 in µM for titrated hits. actives 0.09% (n = 64,000); in the data active means a potency from the dose series; inactive means the rest, 99 in 100 with inhibition below about 22%;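 further: plate controls were vehicle for no effect and reference inhibitor for full effect; many of its hits are not listed in these tables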
HT1080 cytotoxicity – cytotoxicity in HT1080 fibrosarcoma cells, cell-based, fluorescence readout (AID 620). actives 0.42% (n = 87,000). HT1080 viability, fluorescence; higher % means a stronger effect. one-dose cytotoxicity, % at 10 µM; EC50 in µM for titrated hits;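 further: cells exposed to compound overnight then 4 h with Alamar Blue; 0% = vehicle DMSO and 100% = killing control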
LYP phosphatase – LYP phosphatase inhibitors, primary screen, biochemical, DiFMUP fluorescence, recombinant catalytic domain, 10 µM (AID 606); inhibition, % at 10 µM; hits with a dose series show IC50 in µM; Tyrosine-protein phosphatase non-receptor type 22 (Homo sapiens); recombinant LYP catalytic domain, DiFMUP fluorescence; higher % means a stronger effect; 52,000 tested, under 10 active;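 active means IC50 under 40 µM in the dose-response test; inactive means IC50 of 40 µM or more, or never dose-tested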
MK inhibit – S. pneumoniae MK inhibitors, primary screen, biochemical, PK/LDH-coupled NADH absorbance. purified MK, PK/LDH-coupled NADH absorbance 340 nm. inhibition, % at 10 µM. actives 0.48% (n = 65,000). AID 555, 2006;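 active means ranked among the strongest by inhibition in the single 10 µM screen, a fixed top-ranked set picked for dose follow-up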; further: no value below 0 was filed
KRASV12 cytotoxicity – cytotoxicity in KRAS-transformed pancreatic duct cells, primary screen, cell-based, fluorescence, HTS (AID 431); one-dose cytotoxicity, % at 10 µM; EC50 in µM for titrated hits; actives 1.7% (n = 63,000); HPDE-C7K KRASV12 cells, Alamar Blue viability, 48 h; higher % means a stronger effect;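 active means compounds whose percent cytotoxicity in the single-dose primary screen, scaled between solvent and toxic-drug controls, exceeds 50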;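 further: 0% = DMSO solvent wells and 100% = doxorubicin-treated wells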
PMK inhibit pilot replicates – second read-out of PMK inhibit, no call of its own (marks repeat the call); inhibition, %; measured here: pilot screen replicates
MK inhibit pilot replicates – further read-out of MK inhibit, marked with its call; inhibition, %; measured here: pilot screen replicates
DPM-DC inhibit pilot screen % – also measured in DPM-DC inhibit; calls as there; inhibition, %; measured here: pilot screen trials
The depositor's hits bear a star; i = inactive; . = no result given. Unless noted, no stated cut-off is given here; in the data, active means cytotoxicity above about 50%; inactive means the rest. Rows were taken by chance. Share with any hit: about 3.4%.

SMILES	DPM-DC inhibit	PMK inhibit	Bfl-1 displacement	HPDE-C7 viability	TNAP inhibition	HT1080 cytotoxicity	LYP phosphatase	MK inhibit	KRASV12 cytotoxicity	others
COc1cccc(-n2nnc3c(=O)n(CC(=O)N4CCCCC4)cnc32)c1	i	13	-3%	-9%	11%	5%	1%	8	-4%
COc1ccc(N2CC(C(=O)Nc3ccc(N4CCOCC4)cc3)CC2=O)cc1 (stereo not given)	i	12	0%	-14%	3%	-5%	3%	8	-5%
CCN1CCCC(NC(=O)c2scc3c2CCCC3)C1 (stereo not given)	i	0	6%	6%	-4%	-3%	3%	0	0%
Cc1cccc(NC(=O)CCN2CCN(C/C=C/c3ccccc3)CC2)c1	i	14	0%	25%	2%	4%	-2%	10	7%	PMK inhibit pilot replicates=0.0;MK inhibit pilot replicates=0.0;DPM-DC inhibit pilot screen %=0.0
CCOC(=O)CNC(=O)CSc1nnc(Cn2cnc3ccccc32)n1C	i	13	-11%	-4%	14%	-4%	-1%	13	-6%
COc1ccc(C(=O)NC(C)c2nnc(SCC(=O)Nc3nc4ccccc4s3)n2C)cc1 (stereo not given)	i	9	0%	-10%	5%	-2%	12%	4	-2%
CC(C)C(c1nnnn1Cc1ccc(F)cc1)N1CCSCC1 (stereo not given)	i	0	8%	5%	-2%	-1%	7%	0	4%
Cc1cc2n(n1)C(c1sccc1C)Nc1c(C)cccc1-2 (stereo not given)	i	6	5%	-3%	14%	2%	.	5	-8%
O=C(C1CCCO1)N1CCC(c2nc3ccccc3[nH]2)CC1 (stereo not given)	i	15	2%	0%	13%	-8%	-1%	11	3%
C=CCNc1ncnc2c1cnn2-c1cccc(C)c1	i	8	-3%	-4%	0%	6%	-1%	9	-4%

Copied from the listing for reference:
SMILES	DPM-DC inhibit	PMK inhibit	Bfl-1 displacement	HPDE-C7 viability	TNAP inhibition	HT1080 cytotoxicity	LYP phosphatase	MK inhibit	KRASV12 cytotoxicity	others
Cc1cccc(NC(=O)CCN2CCN(C/C=C/c3ccccc3)CC2)c1	i	14	0%	25%	2%	4%	-2%	10	7%	PMK inhibit pilot replicates=0.0;MK inhibit pilot replicates=0.0;DPM-DC inhibit pilot screen %=0.0
CCOC(=O)CNC(=O)CSc1nnc(Cn2cnc3ccccc32)n1C	i	13	-11%	-4%	14%	-4%	-1%	13	-6%
COc1ccc(C(=O)NC(C)c2nnc(SCC(=O)Nc3nc4ccccc4s3)n2C)cc1 (stereo not given)	i	9	0%	-10%	5%	-2%	12%	4	-2%
CC(C)C(c1nnnn1Cc1ccc(F)cc1)N1CCSCC1 (stereo not given)	i	0	8%	5%	-2%	-1%	7%	0	4%
Cc1cc2n(n1)C(c1sccc1C)Nc1c(C)cccc1-2 (stereo not given)	i	6	5%	-3%	14%	2%	.	5	-8%
O=C(C1CCCO1)N1CCC(c2nc3ccccc3[nH]2)CC1 (stereo not given)	i	15	2%	0%	13%	-8%	-1%	11	3%
C=CCNc1ncnc2c1cnn2-c1cccc(C)c1	i	8	-3%	-4%	0%	6%	-1%	9	-4%

The main list resumes; the 3 compounds before the break are reprinted first.
SMILES	DPM-DC inhibit	PMK inhibit	Bfl-1 displacement	HPDE-C7 viability	TNAP inhibition	HT1080 cytotoxicity	LYP phosphatase	MK inhibit	KRASV12 cytotoxicity	others
Cc1cc2n(n1)C(c1sccc1C)Nc1c(C)cccc1-2 (stereo not given)	i	6	5%	-3%	14%	2%	.	5	-8%
O=C(C1CCCO1)N1CCC(c2nc3ccccc3[nH]2)CC1 (stereo not given)	i	15	2%	0%	13%	-8%	-1%	11	3%
C=CCNc1ncnc2c1cnn2-c1cccc(C)c1	i	8	-3%	-4%	0%	6%	-1%	9	-4%
CCOC(=O)CNC(=O)CSc1nnc(SCC(=O)NCC(=O)OCC)s1	i	4	-2%	2%	9%	24%	-7%	0	4%
C#CCOC(=O)CCCC(=O)Nc1ccccc1OC	i	6	-7%	-7%	-4%	0%	.	6	-13%
CN1CCC2(CC1)Nc1nc(SCc3ccc(Cl)cc3)nn1C1=C2CN(C)CC1	i	10	-7%	.	8%	7%	-3%	0	.
O=C(CSc1nncs1)NCc1ccc2c(c1)OCO2	i	1	-2%	4%	7%	-6%	6%	2	2%
CCN(CC)c1cc(C)c2cc(NC(=O)CNC(C)=O)ccc2n1	.	0	-5%	-22%	7%	-5%	7%	13	-22%
Cc1ccc(OCc2nnc(SCc3nc4ccccc4[nH]3)n2Cc2ccco2)cc1	i	0	-8%	24%	-16%	4%	13%	7	35%
O=C1C=C(NCc2ccncc2)CC(c2ccccc2)C1 (stereo not given)	i	5	-8%	10%	6%	1%	-3%	2	6%
CC(=O)[C@@H]1[C@@H]2C(=O)N(Cc3ccccc3)C(=O)[C@@H]2C2c3ccccc3C=CN21 (stereo not given in full)	i	0	4%	4%	4%	-6%	.	6	12%
O=C1c2ccccc2NC(c2ccncc2)N1c1ccccn1 (stereo not given)	.	0	-3%	-15%	2%	10%	-7%	0	-19%
Cc1sc(NC(=O)CSc2nnc(-c3ccccc3)o2)c(C#N)c1C	i	11	-4%	.	11%	-9%	-9%	8	.
COc1ccc(OC)c(-n2cc3c(=O)n(C)c(=O)n(C)c3c2)c1	i	9	2%	41%	1%	-14%	.	8	36%
CCc1ccc(-c2cn3nc(C)c(C)nc3n2)cc1	.	0	-7%	-10%	-10%	-7%	-12%	8	-8%
O=C(CSc1nnnn1-c1ccccc1)Nc1nc(-c2ccccc2)ns1	i	12	-2%	4%	0%	25%	.	9	3%
CC1=C(C(=O)NCc2ccccc2)C(c2cccs2)n2ncnc2N1 (stereo not given)	i	6	-8%	.	14%	-24%	5%	4	.
O=S(=O)(Cc1ccccc1)N1CCCC(c2nc(-c3ccc(F)cc3)no2)C1 (stereo not given)	i	9	2%	-7%	6%	5%	.	0	-2%
CCOC(=O)NC(Nc1cc(C)on1)(C(F)(F)F)C(F)(F)F	i	16	9%	1%	6%	15%	-4%	0	10%
c1cnc(N2CC[N+]3(CCCC3)CC2)nc1	i	12	0%	14%	17%	-8%	.	6	15%
O=c1[nH]c(CN2CCCCC2)nc2c1C1(CCCC1)Cc1ccccc1-2	i	1	-1%	-10%	5%	-10%	12%	6	3%
COc1ccc(NC(=O)CCOc2ccccc2)c(OC)c1	i	0	-6%	-4%	9%	2%	11%	20	11%
COC(=O)CN(c1cc(OC)ccc1OC)S(=O)(=O)c1ccc(OC)c(OC)c1	i	0	6%	-2%	-3%	14%	6%	12	-8%

The final 2 compounds of the section above come first, to join the parts.
SMILES	DPM-DC inhibit	PMK inhibit	Bfl-1 displacement	HPDE-C7 viability	TNAP inhibition	HT1080 cytotoxicity	LYP phosphatase	MK inhibit	KRASV12 cytotoxicity	others
COc1ccc(NC(=O)CCOc2ccccc2)c(OC)c1	i	0	-6%	-4%	9%	2%	11%	20	11%
COC(=O)CN(c1cc(OC)ccc1OC)S(=O)(=O)c1ccc(OC)c(OC)c1	i	0	6%	-2%	-3%	14%	6%	12	-8%
COCCCNC(=O)C1CCN(C(=O)c2cc3sccc3n2Cc2ccc(F)cc2)CC1	i	10	-3%	-6%	11%	-2%	0%	12	-2%
Cn1c(=O)c2c(nc(SCC(=O)Nc3ccccc3)n2C)n(C)c1=O	i	4	7%	-4%	6%	-8%	2%	9	2%
CCCCCCC(=O)c1c(C)[nH]c(C(=O)OCC)c1C	i	0	-3%	-17%	1%	2%	10%	0	-3%	PMK inhibit pilot replicates=2.0;MK inhibit pilot replicates=0.0;DPM-DC inhibit pilot screen %=1.5
CCOc1ccc(C2C(C(=O)c3ccco3)=C(O)C(=O)N2Cc2cccnc2)cc1 (stereo not given)	i	2	-3%	-10%	0%	-2%	4%	14	1%
Cc1oc(-c2ccc(Cl)cc2)nc1CN1CCCC(C(=O)NCCCN2CCCC2=O)C1 (stereo not given)	i	0	-7%	2%	5%	8%	.	1	5%
COC(=O)c1ccccc1NC(=O)CC#N	i	4	-3%	.	14%	19%	16%	1	.
CCCCOc1ccc(NC2=NC3(CCCCC3)N=C(N)N2)cc1	i	10	.	.	.	18%	3%	4	.
Cc1cccc(NS(=O)(=O)c2cc(C(=O)OCC(=O)Nc3cc(C)on3)ccc2C)c1	i	0	1%	-6%	11%	6%	.	1	-5%	PMK inhibit pilot replicates=5.0;MK inhibit pilot replicates=6.5;DPM-DC inhibit pilot screen %=5.5
O=C(CCn1c(=O)oc2ccccc21)N1CCc2ccccc21	i	9	-8%	-14%	12%	14%	20%	0	-6%
CC(=O)C1=C(C)OC(N)=C(C#N)C1c1ccncc1 (stereo not given)	i	4	13%	-7%	20%	2%	-3%	5	2%	PMK inhibit pilot replicates=2.0;MK inhibit pilot replicates=0.0;DPM-DC inhibit pilot screen %=3.0
COC(=O)c1nonc1NCn1nnc2ccccc21	i	29*	-11%	.	9%	-8%	11%	7	.
N#CC1=C(N)N(c2ccccc2)C2=C(C(=O)CCC2)C1c1ccsc1 (stereo not given)	i	6	0%	3%	5%	1%	.	7	-5%
CCCCCC1CC(CC(=O)O)C(=O)O1 (stereo not given)	i	4	3%	-51%	6%	.	.	2	-14%	PMK inhibit pilot replicates=5.0;MK inhibit pilot replicates=0.0;DPM-DC inhibit pilot screen %=0.0
CN1C(=O)C2CN(CCc3ccccc3)CNC2N(C)C1=O (stereo not given)	i	14	2%	-2%	3%	3%	.	5	-1%
CS(=O)(=O)N1CCN(c2nnc(-c3ccccc3)c3ccccc23)CC1	i	8	-4%	-13%	7%	15%	17%	0	-6%
COc1ccccc1CC(=O)NCCc1ccc(S(N)(=O)=O)cc1	i	0	-6%	-13%	7%	1%	1%	3	-22%
O=C(CC(=O)Nc1ccccn1)Nc1ccccn1	i	14	-11%	-22%	14%	0%	22%	11	-26%
CCC(=O)Nc1ccc(NC(=O)c2cc3ccccc3o2)cc1	i	0	5%	-18%	5%	-2%	1%	6	-17%
COCCNC(=O)CSc1nc2cc(OC)c(OC)cc2c(=O)n1Cc1ccc(OC)cc1	i	16	6%	-2%	6%	-1%	5%	3	-8%
CC(=O)Nc1cccc(NC(=O)c2c(-c3ccccc3Cl)noc2C)c1	i	4	-4%	3%	8%	4%	3%	7	7%
